STK33 inh = STK33 kinase inhibitors, primary screen, biochemical, luminescence, ADP-Glo, MBP substrate | Serine/threonine-protein kinase 33 (Homo sapiens), Q9BYT3 | inhibition, % at 12.5 µM | 27,000 tested, 0.44% active | AID 2322, 2010; in the data active means inhibition above about 20%
Target sequence (Q9BYT3 whole entry, looked up): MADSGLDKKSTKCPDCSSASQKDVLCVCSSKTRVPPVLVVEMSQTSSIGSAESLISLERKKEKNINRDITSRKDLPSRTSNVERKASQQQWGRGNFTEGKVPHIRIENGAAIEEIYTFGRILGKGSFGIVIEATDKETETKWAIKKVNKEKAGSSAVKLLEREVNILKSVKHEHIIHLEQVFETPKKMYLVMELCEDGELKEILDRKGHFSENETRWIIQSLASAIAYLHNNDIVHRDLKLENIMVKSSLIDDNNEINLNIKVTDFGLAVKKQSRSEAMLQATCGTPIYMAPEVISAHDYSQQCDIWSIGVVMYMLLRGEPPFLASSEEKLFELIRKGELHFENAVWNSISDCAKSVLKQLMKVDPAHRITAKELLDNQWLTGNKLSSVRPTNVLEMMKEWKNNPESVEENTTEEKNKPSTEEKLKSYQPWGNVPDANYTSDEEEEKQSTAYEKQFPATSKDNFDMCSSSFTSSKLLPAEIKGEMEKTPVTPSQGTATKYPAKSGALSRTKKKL
p53 PUMA act = mutant p53 pathway re-activators, primary screen, cell-based, SW480, luciferase, single point, HTS; SW480 PUMA-promoter luciferase, p53 mutant reactivation; activation, % at 9.98 µM; 28,000 tested, 1.5% active; AID 624151, 2012; in the data active means activation above about 52%
* hit, by the source's call; nt = not tested or not shown. Only part of the results is shown. The share of hits here may be higher or lower than overall.

SMILES | STK33 inh | p53 PUMA act
C[C@@H]1O[C@@H](O[C@@H]2[C@@H](O)[C@H](O[C@@H]3[C@@H](O)[C@@H](O)[C@H](O[C@H]4[C@H](OC(=O)[C@]56CCC(C)(C)C[C@H]5C5=CCC7[C@@]8(C)C[C@H](O)[C@H](O[C@@H]9O[C@H](C(=O)O)[C@@H](O)[C@H](O)[C@H]9O)[C@@](C)(CO)C8[C@H](O)C[C@@]7(C)[C@]5(C)C[C@H]6O)OC[C@H](O)[C@@H]4O)O[C@H]3C)OC[C@H]2O)[C@H](O)[C@H](O)[C@H]1O (some centres undefined) | 23* | nt
C[C@H](CO)N1C[C@H](C)[C@H](CN(C)C)Oc2c(NC(=O)Nc3ccc(F)cc3)cccc2C1=O | nt | 4
CC(C)NC(=O)Nc1ccc2c(c1)CC(=O)N([C@H](C)CO)C[C@@H](C)[C@@H](CN(C)CC1CCCCC1)O2 | 0 | nt
COC(=O)c1cc(NC(=O)CSc2nc(C)cc(C)n2)cc(C(=O)OC)c1 | -7 | -4
COc1ccc(NC(=O)Nc2ccc3c(c2)C(=O)N([C@@H](C)CO)C[C@H](C)[C@H](CN(C)S(=O)(=O)c2ccc(C)cc2)O3)cc1 | -9 | nt
C=C(C(=O)O)C(O)CCC1(C)C2CC3C(C2)C31C (centres undefined) | -3 | 6
C[C@@H]1CN([C@@H](C)CO)S(=O)(=O)c2ccc(Br)cc2O[C@H]1CN(C)C(=O)c1cnccn1 | nt | 14
C[C@H]1CN([C@@H](C)CO)C(=O)CCCn2nncc2CO[C@H]1CN(C)Cc1ccc(-c2ccccc2)cc1 | -11 | nt
O=C(CC(C(=O)O)N1CCCCC1)Nc1cccc([N+](=O)[O-])c1 (centres undefined) | -2 | -3
C[C@H](CO)N1C[C@H](C)[C@H](CN(C)C(=O)NC2CCCCC2)Oc2ncc(C#Cc3ccc(C(F)(F)F)cc3)cc2C1=O | 2 | nt

In a second layout: entries from further up
| SMILES | STK33 inh | p53 PUMA act |
| --- | --- | --- |
| CC(C)NC(=O)Nc1ccc2c(c1)CC(=O)N([C@H](C)CO)C[C@@H](C)[C@@H](CN(C)CC1CCCCC1)O2 | 0 | nt |
| COC(=O)c1cc(NC(=O)CSc2nc(C)cc(C)n2)cc(C(=O)OC)c1 | -7 | -4 |
| COc1ccc(NC(=O)Nc2ccc3c(c2)C(=O)N([C@@H](C)CO)C[C@H](C)[C@H](CN(C)S(=O)(=O)c2ccc(C)cc2)O3)cc1 | -9 | nt |
| C=C(C(=O)O)C(O)CCC1(C)C2CC3C(C2)C31C (centres undefined) | -3 | 6 |
| C[C@@H]1CN([C@@H](C)CO)S(=O)(=O)c2ccc(Br)cc2O[C@H]1CN(C)C(=O)c1cnccn1 | nt | 14 |
| C[C@H]1CN([C@@H](C)CO)C(=O)CCCn2nncc2CO[C@H]1CN(C)Cc1ccc(-c2ccccc2)cc1 | -11 | nt |
| O=C(CC(C(=O)O)N1CCCCC1)Nc1cccc([N+](=O)[O-])c1 (centres undefined) | -2 | -3 |

Additional compounds.
SMILES | STK33 inh | p53 PUMA act
CC(=O)O[C@@H]1CC2C(C)(C)C=CC(=O)[C@]2(C)C2CC[C@@]3(C)[C@H](c4ccoc4)OC(=O)C4OC43[C@@]21C (some centres undefined) | 0 | nt
CC(C)NC(=O)N(C)C[C@H]1OCCCC[C@H](C)Oc2ccc(NC(=O)Nc3ccc(F)cc3)cc2C(=O)N([C@H](C)CO)C[C@@H]1C | nt | -1
C[C@@H]1CN([C@@H](C)CO)C(=O)Cc2cc(NS(=O)(=O)c3ccccc3)ccc2O[C@@H]1CN(C)S(=O)(=O)c1ccc(Cl)cc1 | -3 | nt
C[C@@H]1CN([C@H](C)CO)C(=O)CCCn2cc(nn2)CO[C@@H]1CN(C)C(=O)c1ccccc1 | -3 | -5
C[C@@H]1CN([C@H](C)CO)C(=O)CCCn2nncc2CO[C@@H]1CN(C)Cc1cccc(C(=O)O)c1 | -3 | nt
C[C@@H]1CCCCO[C@H](CN(C)S(=O)(=O)c2ccccc2)[C@H](C)CN([C@@H](C)CO)C(=O)c2cc(NS(C)(=O)=O)ccc2O1 | nt | -3
C[C@H](CO)N1C[C@H](C)[C@H](CN(C)S(=O)(=O)c2ccccc2)OCCCC[C@H](C)Oc2ccc(NC(=O)CCCN(C)C)cc2C1=O | nt | -2
C[C@@H]1CN([C@@H](C)CO)C(=O)Cc2cc(NS(C)(=O)=O)ccc2O[C@@H]1CN(C)Cc1ccc(Cl)c(Cl)c1 | 2 | 5
CC(=O)Nc1cccc(NC(=O)c2cc(-c3ccccn3)nc3ccc(Br)cc23)c1 | 6 | -63
O=C(CSc1nc2ccccc2[nH]1)Nc1ccc(Br)cc1Cl | 0 | 0
C[C@H](CO)N1C[C@H](C)[C@H](CN(C)C(=O)C2CCCCC2)Oc2cc(Br)ccc2S1(=O)=O | nt | 5
NC(=O)[C@@H]1[C@H]2C(=O)O[C@H](c3ccccc3)[C@H](c3ccccc3)N2[C@H](c2ccc(O)cc2)[C@@]12C(=O)Nc1ccccc12 | -3 | nt
C=CCN1Cc2ccccc2[C@@H]2OC(c3ccc(OCCCO)cc3)=N[C@]2(CC=C)C1=O | -3 | nt
C[C@@H]1O[C@@H](O[C@H]2[C@H](Oc3cc(O)c4c(c3)O[C@H](c3ccc(O)cc3)CC4=O)O[C@H](CO)[C@@H](O)[C@@H]2O)[C@H](O)[C@H](O)[C@H]1O | 1 | nt
C[C@@H]1CN([C@H](C)CO)C(=O)CCCn2nncc2CO[C@H]1CN(C)S(=O)(=O)c1cccc(F)c1 | 7 | nt
C[C@@H]1CN([C@H](C)CO)C(=O)Cc2cc(NC(=O)Cc3cn(C)c4ccccc34)ccc2O[C@@H]1CN(C)Cc1ccc2c(c1)OCO2 | -2 | -9
CCCn1nnc(NC(=O)COc2ccc(C)cc2C)n1 | -8 | -9
O=C(Nc1ccc(Cl)cc1)NC(Cc1ccccc1)C(=O)O (centres undefined) | -2 | 0
Clc1ccc(-c2cn3c4ccccc4nc3n2CCN2CCOCC2)cc1 | -7 | -12
CSCC1OC(n2cnc3c(=O)[nH]cnc32)C(O)C1O (centres undefined) | -10 | -11
C[C@H]1CCCCO[C@H](CN(C)C)[C@@H](C)CN([C@@H](C)CO)C(=O)c2cc(NC(=O)Nc3cccc4ccccc34)ccc2O1 | nt | -4
C[C@H]1CCCCO[C@@H](CN(C)C(=O)C2CCCCC2)[C@@H](C)CN([C@@H](C)CO)C(=O)c2cc(NS(=O)(=O)c3cccs3)ccc2O1 | nt | -11
C[C@@H]1CN([C@@H](C)CO)C(=O)Cc2cc(NC(=O)CCCN(C)C)ccc2O[C@H]1CN(C)C(=O)Nc1ccccc1 | nt | 5
O=C(CCCC(=O)Nc1ccc2ccccc2c1)Nc1ccc2ccccc2c1 | 2 | -5
CCc1c(O)nc(SC(C)C(=O)Nc2ccc(Cl)cc2)[nH]c1=O (centres undefined) | -4 | -26
CNC[C@@H]1Oc2ccc(NC(=O)NC(C)C)cc2CC(=O)N([C@H](C)CO)C[C@H]1C | 5 | 8
O=C(Nc1ccc2c(c1)[C@H]1C[C@@H](CC(=O)N3CCOCC3)O[C@H](CO)[C@H]1O2)Nc1ccccc1F | nt | -1
Cc1ccc(C(=O)O)cc1S(=O)(=O)NCC1CCCO1 (centres undefined) | 2 | -13
C[C@@H]1CN([C@H](C)CO)C(=O)Cc2cc(NC(=O)Nc3ccc(C(F)(F)F)cc3)ccc2O[C@H]1CN(C)Cc1ccc(-c2ccccc2)cc1 | 12 | nt
COC(=O)c1ccc(NC(=O)C2CCCCC2C(=O)O)cc1 (centres undefined) | -1 | -3

Entries of single compounds from above. Values in the order: STK33 inh	p53 PUMA act
C[C@H]1CCCCO[C@H](CN(C)C)[C@@H](C)CN([C@@H](C)CO)C(=O)c2cc(NC(=O)Nc3cccc4ccccc34)ccc2O1 reads nt	-4
O=C(CCCC(=O)Nc1ccc2ccccc2c1)Nc1ccc2ccccc2c1 reads 2	-5
C[C@H](CO)N1C[C@H](C)[C@H](CN(C)C(=O)NC2CCCCC2)Oc2ncc(C#Cc3ccc(C(F)(F)F)cc3)cc2C1=O reads 2	nt

Remaining list, next part:
SMILES | STK33 inh | p53 PUMA act
C[C@H]1CN([C@@H](C)CO)C(=O)c2cc(NC(=O)C3CCCCC3)ccc2O[C@@H]1CN(C)Cc1ccc2c(c1)OCO2 | -2 | nt
COc1cc(OC2OC(COC3OCC(O)(CO)C3O)C(O)C(O)C2O)c2c(-c3ccc(O)c(O)c3)cc(=O)oc2c1 (centres undefined) | 1 | -4
COc1ccc(NC(=O)N(C)C[C@H]2Oc3ccc(NC(=O)Nc4c(C)noc4C)cc3CC(=O)N([C@@H](C)CO)C[C@@H]2C)cc1 | 2 | nt
C[C@@H]1CN([C@@H](C)CO)C(=O)c2cccc(N(C)C)c2O[C@H]1CN(C)Cc1ccc(C(F)(F)F)cc1 | nt | -8
C[C@H]1CN([C@@H](C)CO)C(=O)c2cc(NS(=O)(=O)c3ccccc3)ccc2O[C@H]1CN(C)S(=O)(=O)c1ccccc1 | -6 | nt
COc1ccc(NC(=O)Nc2ccc3c(c2)CC(=O)N([C@@H](C)CO)C[C@H](C)[C@H](CN(C)S(=O)(=O)c2c(C)noc2C)O3)cc1 | 6 | nt
C[C@@H]1CN([C@H](C)CO)S(=O)(=O)c2ccc(C#Cc3ccccc3)cc2O[C@@H]1CN(C)C(=O)C1CC1 | nt | -6
Cc1cc(Br)ccc1NC(=O)CCCN1C(=O)c2ccccc2C1=O | -2 | -7
COC(=O)c1cc(C)sc1NC(=S)Nc1cnn(C)c1C(N)=O | -3 | 3
CC1(C)Cc2c(C#N)c(OCC(=O)c3ccc(Cl)cc3)nc(-c3ccco3)c2CO1 | -2 | 3

Molecules from the list above with an NH in an aromatic ring:
SMILES | STK33 inh | p53 PUMA act
O=C(CSc1nc2ccccc2[nH]1)Nc1ccc(Br)cc1Cl | 0 | 0
CSCC1OC(n2cnc3c(=O)[nH]cnc32)C(O)C1O (centres undefined) | -10 | -11
CCc1c(O)nc(SC(C)C(=O)Nc2ccc(Cl)cc2)[nH]c1=O (centres undefined) | -4 | -26

(continued)
SMILES | STK33 inh | p53 PUMA act
O=C(COc1ccccc1)Nc1scc2c1c(=O)oc1ccccc12 | -5 | 15
C[C@@H]1CN([C@H](C)CO)C(=O)c2cccc(NS(=O)(=O)c3cccs3)c2O[C@@H]1CN(C)Cc1ccc2c(c1)OCO2 | nt | 4
CC(C)NC(=O)N(C)C[C@H]1OCCCC[C@@H](C)Oc2ccc(NC(=O)c3ccncc3)cc2C(=O)N([C@@H](C)CO)C[C@@H]1C | nt | -1
COc1ccc(S(=O)(=O)N(C)C[C@@H]2Oc3ccc(NC(=O)C4CC4)cc3C(=O)N([C@H](C)CO)C[C@H]2C)cc1 | nt | 1
OC(CCCN1CCN(c2ncc(F)cn2)CC1)c1ccc(F)cc1 (centres undefined) | nt | 25
CC(C)NC(=O)N(C)C[C@@H]1Oc2ccc(NC(=O)C3CC3)cc2CC(=O)N([C@@H](C)CO)C[C@H]1C | nt | 11
[N-]=[N+]=Nc1ccccc1C[C@]1(C(=O)N2CCCCC2)N=C(c2ccc(OCCCO)cc2)O[C@H]1c1ccccc1 | 2 | nt
C[C@@H]1CN([C@@H](C)CO)C(=O)c2cc(N(C)C)ccc2O[C@@H](C)CCCCO[C@@H]1CN(C)S(=O)(=O)c1ccccc1 | nt | -7
COC(=O)c1ccc(NC(=O)CN2C(=O)CN(c3ccc(Br)cc3)C2=O)cc1 | -3 | 10
Cc1noc(C)c1NC(=O)Nc1ccc2c(c1)CC(=O)N([C@H](C)CO)C[C@@H](C)[C@@H](CN(C)S(=O)(=O)c1cn(C)cn1)O2 | -2 | -12
C[C@@H]1CN([C@H](C)CO)C(=O)c2cc(NC(=O)CCCN(C)C)ccc2O[C@H]1CN(C)Cc1ccncc1 | nt | 11
C[C@H]1CN([C@@H](C)CO)C(=O)c2cc(NS(=O)(=O)c3cn(C)cn3)ccc2O[C@@H]1CN(C)Cc1ccc(Cl)c(Cl)c1 | -1 | nt
CCCC#Cc1ccc2c(c1)O[C@H](CN(C)C(=O)c1ccncc1)[C@H](C)CN([C@@H](C)CO)S2(=O)=O | nt | -7
CCOC(=O)c1c(NC(=O)CC2NCCNC2=O)sc2c1CCCC2 (centres undefined) | 0 | -14
CNC[C@@H]1Oc2c(NC(=O)Nc3c(C)noc3C)cccc2C(=O)N([C@H](C)CO)C[C@@H]1C | nt | 15
C[C@H](CO)N1C[C@H](C)[C@H](CN(C)S(=O)(=O)c2ccccc2)Oc2ccc(NC(=O)Cc3ccccc3)cc2CC1=O | -2 | nt
C[C@H]1CN([C@@H](C)CO)C(=O)c2cc(NC(=O)C3CC3)ccc2O[C@H]1CN(C)C(=O)Nc1ccc2c(c1)OCO2 | nt | 14
CC(=O)NC(=S)Nc1ccc(S(=O)(=O)Nc2nc(C)cc(C)n2)cc1 | 3 | -6
COCCOC(=O)N1C(=O)[C@@]2(c3cc(C#CCCO)ccc31)[C@H](C(=O)NC[C@H](O)c1ccccc1)[C@H]1C(=O)O[C@H](c3ccccc3)[C@H](c3ccccc3)N1[C@@H]2c1ccc(O)cc1 | 2 | nt
COc1cc(-c2nnn(CC(=O)Nc3ccccc3C)n2)cc(OC)c1OC | 0 | 16
CS(=O)(=O)N(CC(=O)Nc1ccc(Oc2ccccc2)cc1)C1CCCCC1 | -1 | 7
COc1cc(-c2coc3cc(O)cc(O)c3c2=O)c(OC)cc1O | -3 | 1
COc1ccc(-c2nc3ccccc3s2)cc1NC(=S)NC(=O)COc1ccc(C)cc1 | 3 | -17
COc1ccc(NC(=O)Nc2cccc3c2O[C@H](CN(C)S(=O)(=O)c2ccc(Cl)cc2)[C@H](C)CN([C@@H](C)CO)C3=O)cc1 | nt | 11
C[C@@H]1CN([C@@H](C)CO)C(=O)Cc2cc(NC(=O)CCC(F)(F)F)ccc2O[C@@H]1CN(C)Cc1ccc(Oc2ccccc2)cc1 | -2 | nt

Bioassay records deposited in PubChem BioAssay by Broad Institute.
